NTR1 ag – agonists of NTR1, primary screen, imaging, U2OS cells, beta-arrestin-GFP, high content (AID 493036); P30989; NTR1-U2OS beta-arrestin-GFP spot imaging, agonist mode; activation, % at 20 µM; 330,000 compounds, 0.17% hits;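 active = activation at or above 40% of the spot to cytoplasm intensity ratio, with at least 20 cells analyzed; inconclusive = wells under 20 cells, flagged as cytotoxic or low count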;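 note: 0% = DMSO without peptide and 100% = 100 nM NTR1 peptide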
Target sequence (P30989 whole entry, looked up): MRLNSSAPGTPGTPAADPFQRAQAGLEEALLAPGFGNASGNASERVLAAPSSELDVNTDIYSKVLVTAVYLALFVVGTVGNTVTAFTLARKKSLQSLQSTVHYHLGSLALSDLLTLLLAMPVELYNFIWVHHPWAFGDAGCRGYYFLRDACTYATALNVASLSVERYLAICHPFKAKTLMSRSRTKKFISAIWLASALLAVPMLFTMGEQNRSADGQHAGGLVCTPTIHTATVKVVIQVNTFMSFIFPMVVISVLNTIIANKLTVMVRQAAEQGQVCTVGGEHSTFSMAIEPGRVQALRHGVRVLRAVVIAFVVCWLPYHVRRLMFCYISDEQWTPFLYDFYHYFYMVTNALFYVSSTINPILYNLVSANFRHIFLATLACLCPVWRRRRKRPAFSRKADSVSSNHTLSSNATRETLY
T cell modulator – T cell immune modulators affecting CD8 T cell-vesicle binding; 330,000 compounds, 0.068% hits; 2C CD8+ T cell-vesicle binding, flow cytometry; hits give low values; calls only at 7 µM; AID 2052;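 active = response, share of CD8 T cells binding vesicles, and their 90th percentile fluorescence all below set limits, cut at about 80% in these data, passing the limit was not always enough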
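Assay system: 2C TCR transgenic mouse naive CD8+ T cells, MACS-purified | Read-out: CD8+ gate FL2 mean fluorescence as % of same-row positive control | Signal: High-throughput flow cytometry with anti-B7-1 and anti-CD8 staining | Timing: Binding step 1.5 h, 37 °C, antibody labelling 20 min, ice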
UTI89 phage lysis – inhibition of K1F phage lysis, E. coli UTI89, bacterial capsule biogenesis inhibitors, alamar blue (AID 488966); E. coli UTI89 K1F phage lysis, alamar blue, 2 h; higher % means a stronger effect; inhibition, % at 100 µM; hits with a dose series show IC50 in µM; 340,000 compounds, 0.02% hits;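 active = phage lysis inhibition, versus mean bacterial control, above a set limit; inconclusive = no clear call, values can overlap the other calls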;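 note: capsule biogenesis inhibitors block K1F phage lysis so surviving cells raise fluorescence; higher fluorescence means more inhibition of phage lysis; actives were called in the ten point dose series up to 300 µM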
TNAP activation fold – human TNAP enzyme activators, primary screen, biochemical, luminescent, no phosphate acceptor, uHTS (AID 1001). purified TNAP, luminescent activation assay, no phosphate acceptor; higher activation fold means a stronger effect. activation fold at 20 µM; hits with a dose series show EC50 in µM. 200,000 compounds, 0.03% hits; in the data active = activation fold from about 3, or a potency from the dose series; inactive = the rest, 99 in 100 with activation fold below about 1.6; note: many of its hits are not listed in these tables
SV40 large T antigen – TAg ATPase/helicase activity blockers – biochemical (AID 1903) | 310,000 compounds, 0.39% hits | SV40 large T antigen ATPase/helicase inhibition assay; higher % means a stronger effect | one-dose inhibition, % at 20 µM; IC50 in µM for titrated hits; in the data active = a potency from the dose series; inconclusive = inhibition mostly from about 32% at the one dose, without a potency; inactive = the rest, 99 in 100 with inhibition below about 32%; note: strong numbers were not always called active
Myeloid diff MLP – promotes myeloid progenitor differentiation. calls only at 10 µM. ER-HoxA9 myeloid progenitors, lysozyme-GFP differentiation, flow cytometry. 360,000 compounds, 1% hits. AID 624256;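 active = normalized GFP-positive differentiation at or above the plate's own cutoff, the solvent-only control mean plus 3 SD; inconclusive = no clear call, values can overlap the other calls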;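 note: cells exposed to compound for four days before flow analysis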
RSV antiviral HEp-2 – inhibition of RSV-induced cytopathic effect – HEp-2 cells, primary 10 µM value included (AID 2391). 310,000 compounds, 0.13% hits. HEp-2 cells, RSV-induced CPE inhibition; higher % means a stronger effect. CPE inhibition, % at 10 µM; hits with a dose series show IC50 in µM; in the data active = a potency from the dose series; inconclusive = CPE inhibition mostly from about 23% at the one dose, without a potency; inactive = the rest, 99 in 100 with CPE inhibition below about 21%; note: strong numbers were not always called active
PhoP inhibition – inhibitors of PhoP regulon expression, primary screen, Salmonella Typhimurium, GFP reporter (AID 1863); inhibition, % at 50 µM; hits with a dose series show IC50 in µM; S. Typhimurium PhoP-regulated promoter GFP reporter, 4 h; higher % means a stronger effect; 300,000 compounds, 0.16% hits;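 active = inhibition over 29.93%, a cutoff 3 SD above the screen mean, later confirmed by dose response; inconclusive = inhibition over 29.93% but no dose response follow-up; inactive = inhibition at most 29.93% or unconfirmed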;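 note: 0% = low Mg2+ inducing control and 100% = high Mg2+ repressing control; strong numbers were not always called active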
MgcRacGAP inhibition – MgcRacGAP GTPase-activating activity inhibitors, confirmation, biochemical, ADP Hunter fluorescence | MgcRacGAP-stimulated Rac1 GTP hydrolysis, ADP Hunter fluorescence; higher % means a stronger effect; GST-tagged Rac1 F28L mutant substrate | inhibition, % at 30 µM, or IC50 in µM where a hit was titrated | 340,000 compounds, 0.6% hits;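 active = first-screen hits whose inhibition reached a set limit at any dose in the follow-up dose series; inconclusive = inhibition above the set first-screen limit but never retested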;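 note: fluorescence reports GDP produced by GAP-driven GTP hydrolysis; strong numbers were not always called active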
T cell modulator vesicle-bound % – further read-out of T cell modulator, marked with its call; double positive events, %; measured here: CD8+ vesicle-bound cell fraction;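 binding gate set so that unloaded-vesicle control wells show 10% double positive cells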
NTR1 ag cell count 20 µM – also measured in NTR1 ag; calls as there; cell count; measured here: cell count, cytotoxicity flag
Myeloid diff MLP GFP+ MAC1+ % – also measured in Myeloid diff MLP; calls as there; GFP+ MAC1+ double positive, %; measured here: differentiation confirmed by MAC1 staining
* = called active by the depositor; i = inactive; ? = inconclusive; nt = no result given; + = active, no number; [ ] = another dose, or the depositor's remark. An unsorted share of the library; any-hit rate near 2.3%.

SMILES	NTR1 ag	NTR1 ag cell count 20 µM	T cell modulator	T cell modulator vesicle-bound %	UTI89 phage lysis	TNAP activation fold	SV40 large T antigen	Myeloid diff MLP	Myeloid diff MLP GFP+ MAC1+ %	RSV antiviral HEp-2	PhoP inhibition	MgcRacGAP inhibition
O=C(COc1ccc(Cl)cc1)Nc1nc(-c2ccncc2)cs1	8.4	67	i	57	-0.1%	nt	8%	i	1.0	2.0%	-2%	9%
COc1cc(OC)c(NC(=O)c2sc3ncn(CC(=O)N4CCOCC4)c(=O)c3c2C)cc1Cl	1.5	59	i	29	0.3%	nt	7%	i	3.6	nt	-6%	10%
N#Cc1cc([N+](=O)[O-])ccc1NC(=O)COC(=O)C12CC3CC(CC(C3)C1)C2	11	66	i	9	nt	1	-1%	nt	nt	?	0%	nt
O=C(Nc1ccc(F)c(S(=O)(=O)N2CCOCC2)c1)C1CCCCC1	-0.5	39	i	44	0.3%[50 µM]	nt	nt	i	1.0	1.4%	nt	2%
COc1ccccc1Oc1ccc(NC(=O)c2ccccc2)cc1	-0.1	93	i	63	0.2%	1.1	8%	i	0.3	2.1%	-6%	10%
COCCN(Cc1nc(-c2ccc(C(F)(F)F)cc2)no1)C(C)C	-0.4	31	i	26	0.0%	1	11%	i	0.4	0.6%	-4%	3%
COC(=O)c1cccc(S(=O)(=O)N2CCCC2)c1	-0.4	43	i	30	-2.4%	1.1	-1%	i	0.8	2.5%	21%	4%
COC(=O)c1[nH]nc2c1C(=O)N(Cc1ccccc1)C2=O	0.0	41	i	40	0.1%	1	3%	i	0.1	0.9%	-7%	1%
CC(C)[C@H](NC(=O)c1ccco1)C(=O)OCC(=O)Nc1ccc(F)cc1	1.3	46	i	58	0.8%	1.1	-4%	i	0.3	-0.5%	2%	6%
N#Cc1cccc(NC(=O)CN2NS(=O)(=O)c3ccccc3C2=O)c1	-1.5	53	i	12	-0.1%	1.1	1%	i	0.7	1.7%	11%	16%
Cc1cc(C)c(CN2CCN(C(=O)Cn3cnc4c(OCc5ccccc5)ncnc43)CC2)c(C)c1	12	47	i	12	0.2%	nt	nt	i	0.4	nt	nt	7%
Cc1nn(-c2ccccc2)c(C)c1NC(=O)COC(=O)c1ccc(O)cc1O	1.8	78	i	6	0.1%	nt	13%	i	3.0	0.3%	-1%	8%
COc1ccc(C/C(C)=N/Nc2nc(C)cc(=O)[nH]2)cc1	4.9	54	i	38	0.1%	1.2	4%	i	0.3	1.4%	-2%	11%
CC(C)n1c(SCC(=O)N2c3ccccc3Sc3ccccc32)nc2c1c(=O)n(C)c(=O)n2C	nt	nt	nt	nt	4.9%	1	7%	+	20*	nt	-6%	6%
CC(Oc1cccc(F)c1)C(=O)Nc1ccc(N2CCOCC2)cc1 (stereo not given)	2.2	67	i	34	0.7%[50 µM]	nt	nt	i	0.8	1.1%	nt	4%
COc1ccc(C(=O)N/C(=C\c2cn(S(=O)(=O)N(C)C)c3ccccc23)C(=O)NCCN2CCOCC2)cc1	0.3	52	i	8	1.0%	nt	16%	i	0.6	1.5%	-8%	10%
COCc1nnc(NC(=O)CSc2ccccc2)s1	0.7	66	i	25	0.8%	1.1	5%	i	0.8	2.5%	2%	2%
CCOC(=O)C1CCCN(c2c(NCCCN(C)c3ccccc3)c(=O)c2=O)C1 (stereo not given)	-4.2	106	i	17	0.0%	1.1	19%	i	1.7	0.2%	7%	9%
O=C(NCCCc1ccccc1)Nc1ccccc1	0.8	55	i	47	0.1%	1.1	10%	i	0.8	2.4%	-5%	4%
CN(C)Cc1n[nH]c(=O)c2ccccc12	-1.6	81	i	66	1.1%	1.1	10%	i	0.4	0.2%	6%	-1%
CCN(Cc1ccccc1)Cc1ccc(OCc2ccccc2)cc1	0.0	57	i	55	-1.2%	nt	1%	i	1.1	-1.8%	0%	?
Cc1cc(=O)[nH]c(SCC(=O)NNC(=O)Cc2ccccc2)n1	-0.8	62	i	21	0.3%	0.9	4%	i	0.8	0.4%	2%	4%
O=C(COC(=O)c1cc(Br)ccc1O)NNC(=O)c1cccs1	-1.4	88	i	51	0.7%[50 µM]	nt	nt	i	0.2	1.7%	nt	4%
CC1(C)NC(=O)N(CC(=O)N2CCC(Cc3ccccc3)CC2)C1=O	-1.0	55	i	60	2.5%[50 µM]	nt	10%	i	0.0	1.3%	-6%	10%
Cc1nc2ccccn2c1/C(O)=C1\C(=O)C(=O)N(CCN2CCOCC2)C1c1cccnc1 (stereo not given)	-0.7	46	i	2	0.7%	1.1	8%	i	0.5	2.5%	12%	10%

Arranged by the number under SV40 large T antigen (rising): 3 of the compounds above.
| SMILES | SV40 large T antigen |
| --- | --- |
| N#Cc1cccc(NC(=O)CN2NS(=O)(=O)c3ccccc3C2=O)c1 | 1% |
| COc1ccc(C/C(C)=N/Nc2nc(C)cc(=O)[nH]2)cc1 | 4% |
| O=C(COc1ccc(Cl)cc1)Nc1nc(-c2ccncc2)cs1 | 8% |

More structures follow.
SMILES	NTR1 ag	NTR1 ag cell count 20 µM	T cell modulator	T cell modulator vesicle-bound %	UTI89 phage lysis	TNAP activation fold	SV40 large T antigen	Myeloid diff MLP	Myeloid diff MLP GFP+ MAC1+ %	RSV antiviral HEp-2	PhoP inhibition	MgcRacGAP inhibition
Cc1ccc2nc(SCC(=O)Nc3ccc4c(c3)CCC4)[nH]c2c1	11	58	i	55	0.6%	1.1	8%	i	0.5	21%	-3%	4%
COc1ccc2c(COC(=O)c3cccc(S(=O)(=O)NCC(C)C)c3)cc(=O)oc2c1	3.8	46	i	23	0.5%	nt	6%	i	0.2	2.0%	-5%	6%
COCCCNCC(=O)c1c(N)n(Cc2ccccc2)c(=O)n(C)c1=O	0.1	92	i	30	3.7%	1.1	8%	i	0.3	-0.4%	2%	17%
Clc1ccc(-c2nnc(NCCN3CCCC3)c3ccccc23)cc1	2.0	97	i	40	-0.3%	nt	5%	i	0.9	0.1%	nt	7%
O=C(c1ccco1)N1N=C(c2ccc(Br)cc2)CC1c1ccco1 (stereo not given)	10	62	i	40	0.8%[50 µM]	nt	nt	i	0.6	1.8%	nt	0%
Cc1ccc(NS(=O)(=O)c2cc(C(=O)N3CCCC3)ccc2C)cc1C	1.4	75	i	34	0.7%	1.1	-15%	i	0.1	-0.4%	2%	14%
CN(C)CCCN(C(=O)c1cccs1)c1nc2cc3c(cc2s1)OCO3	0.8	64	i	56	0.3%	1.1	11%	i	0.4	0.2%	0%	10%
COC(=O)CCN(C(=O)c1ccc([N+](=O)[O-])cc1)c1ccccn1	0.5	47	i	20	-1.7%	nt	10%	i	0.6	-0.5%	3%	-14%
CC(=O)Nc1ccc2nc(CN3CCC(CO)(CCc4ccccc4)CC3)ccc2c1	1.0	65	i	21	-0.1%	nt	14%	i	0.1	-1.9%	-2%	2%
COc1ccc(-c2noc(CNC(=O)c3ccc4c(c3)OCO4)n2)cc1OC	0.5	66	i	37	0.0%	nt	2%	i	0.4	0.1%	3%	10%
Cc1cccc(NC(=O)CCN2C(=O)C3C4CCC(C4)C3C2=O)c1C (stereo not given)	0.0	42	i	18	3.6%	1.1	-3%	i	6.2	1.6%	-3%	7%
COc1cc(CNCCCN2CCOCC2)ccc1OCC(=O)Nc1cccc(C(F)(F)F)c1	-0.7	54	i	33	9.2%	1.1	17%	i	8.2	-3.6%	15%	6%
COc1cccc(NC(=O)COC(=O)c2c(F)cccc2F)c1	-0.8	83	i	18	4.5%	1	4%	i	0.7	0.0%	-8%	6%
COC(=O)C(Cc1ccccc1)NC(=O)CNS(=O)(=O)c1ccc(Br)cc1 (stereo not given)	-0.2	45	i	42	-0.9%	1	6%	i	0.7	2.1%	-1%	0%
Cc1ccc(S(=O)(=O)NCCCC(=O)C=[N+]=[N-])cc1	-0.9	56	i	23	13%	1.1	0%	i	2.1	0.7%	22%	8%
COc1cccc(CN2CCNC(=O)C2CC(=O)NCCc2nc(C)c(C)s2)c1OC (stereo not given)	1.5	76	i	50	0.5%	1.1	1%	i	0.3	3.1%	-2%	4%
Cc1cc(C)nc(N2CCCC(C(=O)NCCc3ccccc3F)C2)n1 (stereo not given)	-0.1	59	i	27	0.2%	1.1	9%	i	5.7	0.6%	-3%	1%
CC(C)Nc1ccc(C(CC(N)=O)NC(=O)Cc2ccc(Cl)cc2)cc1[N+](=O)[O-] (stereo not given)	0.0	85	i	22	0.8%	nt	17%	i	0.6	2.8%	3%	4%
CCn1cc(CN2CCCC(CNS(=O)(=O)c3ccc(OC)cc3)C2)cn1 (stereo not given)	1.1	52	nt	nt	1.6%[50 µM]	nt	nt	i	1.5	nt	nt	9%

Single records, as listed above. Values in the order: NTR1 ag, NTR1 ag cell count 20 µM, T cell modulator, T cell modulator vesicle-bound %, UTI89 phage lysis, TNAP activation fold, SV40 large T antigen, Myeloid diff MLP, Myeloid diff MLP GFP+ MAC1+ %, RSV antiviral HEp-2, PhoP inhibition, MgcRacGAP inhibition
COc1cccc(CN2CCNC(=O)C2CC(=O)NCCc2nc(C)c(C)s2)c1OC (stereo not given) is entered as 1.5, 76, i, 50, 0.5%, 1.1, 1%, i, 0.3, 3.1%, -2%, 4%
Cc1ccc2nc(SCC(=O)Nc3ccc4c(c3)CCC4)[nH]c2c1 is entered as 11, 58, i, 55, 0.6%, 1.1, 8%, i, 0.5, 21%, -3%, 4%
CC(C)Nc1ccc(C(CC(N)=O)NC(=O)Cc2ccc(Cl)cc2)cc1[N+](=O)[O-] (stereo not given) is entered as 0.0, 85, i, 22, 0.8%, nt, 17%, i, 0.6, 2.8%, 3%, 4%

Just MgcRacGAP inhibition (two entries from above):
SMILES	MgcRacGAP inhibition
Cc1ccc2nc(SCC(=O)Nc3ccc4c(c3)CCC4)[nH]c2c1	4%
COc1ccc2c(COC(=O)c3cccc(S(=O)(=O)NCC(C)C)c3)cc(=O)oc2c1	6%

Screens deposited in PubChem BioAssay by several laboratories.
